Bioassay records deposited in PubChem by National Center for Advancing Translational Sciences (NCATS).
TGFb SMAD3 inh = TGF-b pathway inhibition. HepG2 CAGA-GFP TGF-b/SMAD3 reporter, GFP fluorescence, 18 h; TGF-beta stimulated, 500 pg/mL final. Potency, µM (top dose mostly 46.1 µM), for inactives: at the top dose activity, negative = inhibition, usual class: inhibitors. hit rate 1.2% among 410,000. AID 588855; further: potency means the concentration at half of the fitted maximal effect; on the % scale 0 is the no-effect control and ±100 the full control effect; nearly all actives have a fitted effect of over 65% in size
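Using HEPG2 CAGA-GFP reporter cells at 1000 cells/well, we pinned test compounds, stimulated with recombinant TGF-beta (500 pg/mL final) and measured total well GFP after 18 h.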
CCT modulator = cytosolic chaperonin activity modulation. activity change, % (test concentration not listed), hits read low. purified chaperonin ATPase assay, HTRF ADP detection, 30 min. hit rate 0.3% among 360,000; in the data active means activity change below about -30%; further: on the % scale 0 is the no-effect control and ±100 the full control effect
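TRiC at 40 or 20 nM final (batch-dependent) in 30 mM Tris pH 7.4, 100 mM KCl, 5 mM MgCl2, 1 mM DTT, with compound at single 76 uM and 10 uM ATP, 30 min at 37 deg C. ADP detected by HTRF Transcreener, 665/615 ratio.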
A549 tox = kills or reduces viability of A549 cells in Nrf2 counter-screen | A549 ARE-Fluc cells, CellTiter-Fluor viability, 18-24 h | Potency, µM (series often up to 46 µM), without a hit: at the top dose activity change, negative = cytotoxicity, usual class: inhibitors | hit rate 0.16% among 390,000 | AID 504648; further: potency means the concentration at half of the fitted maximal effect; on the % scale 0 is the no-effect control and ±100 the full control effect
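A549 ARE_Fluc cells in 5% FBS OPTI-MEM were exposed to compounds in concentration-response for 18-24 h at 37 deg C. Viability was read by CellTiter-Fluor fluorescence (Ex 405/Em 525) after 30 min, before the luciferase read.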
Nrf2 block = blocks Nrf2 signaling. A549 ARE-Fluc reporter, luciferase luminescence, 18-24 h. Potency, µM (titrated, usually from 46 µM), inactives show at the top dose activity change, negative = inhibition, actives largely listed as inhibitors. hit rate 2.1% among 360,000; further: potency means the concentration at half of the fitted maximal effect; on the % scale 0 is the no-effect control and ±100 the full control effect; nearly all actives have a fitted effect of over 60% in size
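Nrf2 activity is the BugLite luminescence, read 15 min after reagent at room temperature, following CellTiter-Fluor cytotoxicity readout (30 min, 37C). Compound titrations were applied for 18-24 h to 5000 A549 ARE_Fluc cells/well in 5% FBS OPTI-MEM.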
ATXN viability = cell viability loss in ATXN counter-screen; S2 cells (HEK-293 line with an ATXN2-luciferase reporter) viability, CellTiter-Fluor protease fluorescence, 24 h; Potency, µM (doses to about 56.7 µM), usual class: cytotoxic; hit rate 0.49% among 400,000; AID 651635; further: potency means the concentration at half of the fitted maximal effect; nearly all actives have a fitted effect of over 40% in size
Mm-Cpn inhibitor = blocks the Methanococcus maripaludis chaperonin Mm-Cpn; hit rate 0.031% among 330,000; Potency, µM (top dose mostly 76.9 µM), without a hit: at the highest dose activity, negative = inhibition, actives largely listed as inhibitors; purified Mm-Cpn ATPase, ADP Transcreener TR-FRET; further: potency means the concentration at half of the fitted maximal effect; on the % scale 0 is the no-effect control and ±100 the full control effect; nearly all actives have a fitted effect of over 80% in size
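Quantitative HTS used 25 nM Mm-CPN and 10 uM ATP in magnesium/KCl Tris buffer, pH 7.4, with 1 mM DTT. Hydrolysis ran 30 min at 37°C; ADP was read by HTRF.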
Nrf2 activator = activates Nrf2 signaling; Potency, µM (doses to about 46.1 µM), for the others: at the highest dose activation, most hits filed as activators; AID 624171; hit rate 0.31% among 410,000; AREc32 ARE-luciferase reporter (MCF7-derived line), luminescence, 24 h; further: potency means the concentration at half of the fitted maximal effect; % of control where 0% means no effect; nearly all actives have a fitted effect of over 65% in size
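Steps: seed AREc32_Fluc cells (1000/well, 5% FBS OPTI-MEM); incubate overnight at 37 deg C; add 23 nL compound; incubate 24 hr; add Steady-Glo; hold 30 min RT; read luminescence.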
Akt phos inh = blocks phosphorylation of Akt | Neuro2A IGF-stimulated pAkt S473 HTRF, 20 min; stronger effect = lower value | activity change, % for hits at 50 µM | hit rate 0.32% among 360,000; in the data active means activity change below about -80%; inconclusive means mostly about -51% to -80%; further: on the % scale 0 is the no-effect control and ±100 the full control effect
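Neuro2A cells in DMEM with 0.5% FBS, overnight at 37 deg C, given compound at single 50 µM final, then IGF (6 nM final) for 20 min at 37 deg C. Lysed; phospho-Akt Ser473 by HTRF after 24 h, 665/615 ratio.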
HepG2 tox = kills HepG2 cells in TGF-b inhibitor counter-screen; Potency, µM (titrated, usually from 46.1 µM), inactives show at the top dose activity change, negative = cytotoxicity, hits mostly cytotoxic; hit rate 0.76% among 410,000; HepG2 CAGA-GFP viability, ATP luminescence, 18 h; AID 588856; further: potency means the concentration at half of the fitted maximal effect; some results filed as inactive show a strong effect at the top dose
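HepG2 CAGA-GFP cells (1000/well, DMEM with 1% FBS) received compound, then TGF-beta at 500 pg/mL final, and were incubated 18 hours at 37 degrees C. Viability was read by CellTiter-Glo luminescence. Media-only wells were set as complete cell-killing and DMSO as no toxicity.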
Numbers without * were called inactive; i = inactive; ? = inconclusive; · = not tested or not shown; & = joins results of further samples. Unless noted, the call rests on the fitted dose curve; in most records, active means well fitted curve in the direction sought with a large enough effect; inconclusive means small, poorly fitted or top-dose-only effect, or another doubt; inactive means no such curve, though single readings can be large; an effect the other way counts as inactive or inconclusive. Hits appear at their usual frequency (roughly 4.4% active in at least one column).

SMILES	TGFb SMAD3 inh	CCT modulator	A549 tox	Nrf2 block	ATXN viability	Mm-Cpn inhibitor	Nrf2 activator	Akt phos inh	HepG2 tox
NC(=O)COc1cccc(/C=N/NC(=O)c2ccc(-n3cccc3)cc2)c1	4.4%	-0.7	-3.4%	-13.5%	i	0.4%	0.0%	i	-3.9%
O=C(OCc1ccccc1)c1ccc2c(c1)-c1ccccc1C2=O	5.8%	-13.1	-2.9%	13.0%	i	3.1%	3.9%	i	0.6%
CCc1nnc(SCC(=O)NC2CCCC2)nc1CC	13.0%	0.6	?	?	i	7.1%	-0.5%	i	1.6%
CCc1noc(C)c1C(=O)Nc1cccc(S(=O)(=O)N2CCCCCC2)c1	15.5%	0.6	6.1%	-6.2%	i	1.3%	0.6%	i	-3.8%
CC1CN(CC(O)COCc2ccc3c(c2)OCO3)CC(C)O1 (stereo unspecified)	0.6%	0.6	1.1%	21.0%	i	-2.4%	0.3%	i	11.0%
CCC(C)NC(=O)c1cc(Cl)c(NC(=O)C2=C(C)OCCS2)cc1OC (stereo unspecified)	6.9%	-1.5	-0.5%	-19.4%	i	-0.2%	-0.3%	i	-2.8%
Cc1ccc(OCc2nnc(NC(=O)OCC(C)C)s2)cc1	-2.2%	-1.9	2.3%	26.0%	?	-3.7%	-0.8%	·	-0.1%
COc1ccc(C(=O)NC(=S)N2CCCC2)cc1	0.0%	-0.6	-11.5%	-14.2%	?	1.1%	-0.2%	i	2.2%
CCOC(=O)c1c(C)[nH]c(C)c1C(=O)COC(=O)c1cc2ccccc2cc1OC	2.2%	-3.1	-0.5%	-15.8%	i	-1.0%	3.0%	i	-2.2%
CCC(C)[C@H](NC(=O)NCCCn1ccnc1)C(=O)OC (stereo partly specified)	-1.0%	0.2	17.7%	7.8%	i	-2.1%	-0.3%	i	-53.4%
O=C(COC(=O)c1nc(Cl)ccc1Cl)Nc1ccc(Cl)cn1	7.7%	2.6	4.3%	19.5%	i	-2.3%	?	i	2.4%
COc1ccc(-c2nc(SCC(=O)Nc3ccc4c(c3)OCCO4)c(-c3ccc(F)cc3)[nH]2)cc1	-20.8%	·	0.3%	1.3%	?	·	0.1%	·	-64.0%
COc1ccc(-c2[nH]ncc2CN2CCC(O)(c3ccc(Cl)cc3)CC2)cc1	6.31µM*	-1.5	-17.4%	?	i	-9.0%	0.2%	i	-29.5%
C/C(=N\Nc1nc(-c2cc(C)ccc2C)cs1)c1cc2c(ccc3ccccc32)oc1=O	-13.8%	-2.0	-0.9%	-8.2%	i	-0.6%	7.3%	i	-2.4%
COc1cc(OC)c2c(C)cc(=O)oc2c1C(CCN1CCN(c2ccccc2)CC1)c1ccc2c(c1)OCO2 (stereo unspecified)	-10.9%	0.4	?	-20.6%	?	-1.6%	8.5%	i	-1.9%
N#Cc1nc(-c2cccc(Cl)c2)oc1NCc1cccnc1	?	0.8	-6.2%	?	i	0.0%	3.0%	i	6.9%
COC(=O)c1sc2cccc(F)c2c1S(=O)(=O)N1CCN(c2cccc(OC)c2)CC1	?	·	-3.7%	?	i	·	2.2%	·	-36.9%
COc1ccc(C2(O)CCN(Cc3nnnn3Cc3ccc(C)cc3)CC2)cc1	20.8%	-0.9	4.8%	8.7%	i	-5.9%	-0.4%	i	-15.1%
CCNC(=O)CC1C(=O)N(c2cccc(OC)c2)C(=O)N1Cc1ccc(OC)c(OC)c1 (stereo unspecified)	18.7%	·	-0.2%	13.6%	i	·	-0.3%	·	9.8%
OCCC1CN(Cc2ccc(Oc3ncccn3)cc2)CCN1CCc1ccccc1 (stereo unspecified)	-3.9%	1.0	-14.1%	3.1%	i	-2.3%	4.9%	i	6.7%
COc1ccc(C(=O)NC(=S)Nc2ccc(Cc3ccncc3)cc2)cc1	-25.6%	-2.8	-8.3%	?	?	-2.8%	-0.3%	i	-16.8%
COc1ccc(OCC2NCCc3cc(OC)c(OC)cc32)cc1 (stereo unspecified)	-26.8%	1.6	-1.4%	?	i	0.7%	0.4%	·	-20.7%
O=C(C1=NN[C@@H]2C(=O)N(Cc3ccccc3)C(=O)[C@H]12)c1ccc(F)cc1	3.7%	0.9	-4.3%	0.1%	i	-0.3%	0.5%	i	12.6%
O=C1c2nccnc2C(=O)N1Cc1ccccc1	-7.2%	-2.5	3.0%	7.5%	i	·	0.3%	i	-22.4%
CC(C(=O)N1CCCCC1)N1C(=O)c2ccccc2C1=O (stereo unspecified)	-3.0%	-2.2	2.8%	·	i	1.0%	0.2%	i	-3.1%
Cc1ccc(S(=O)(=O)Nc2cc3c4c(c2)C(C)C(=O)N4CCC3)cc1 (stereo unspecified)	4.6%	-0.9	-4.3%	-22.1%	i	1.4%	2.9%	i	-0.4%
NS(=O)(=O)c1ccc(NC(=O)COC(=O)Cn2cnc3ccccc3c2=O)cc1	4.2%	0.1	-5.3%	1.9%	i	2.5%	-0.2%	i	33.8%
CC(=O)c1c(C)[nH]c(C(=O)N2c3ccccc3CC2C)c1C (stereo unspecified)	2.6%	-2.5	-2.6%	-8.7%	i	2.4%	5.3%	i	-10.1%
CCN(CC)S(=O)(=O)c1cccc(NC(=O)CCNC(=O)c2ccc([N+](=O)[O-])cc2)c1	-1.1%	0.4	-8.1%	23.1µM*	i	1.1%	2.7%	i	-13.0%
COCc1c(C(=O)NCCc2ccc(OC(F)F)cc2)oc2ccccc12	?	-1.8	-1.0%	?	i	0.9%	2.4%	i	-35.6%
Cc1c(CCC(=O)NCCc2ccccc2)c(=O)oc2c(C)c(O)ccc12	7.8%	·	3.3%	-0.3%	i	·	-0.6%	·	-2.5%
CCOc1ccc(NS(=O)(=O)c2ccc3[nH]cc(C(=O)NCC4CCCO4)c(=O)c3c2)cc1 (stereo unspecified)	2.6%&0.2%	-0.1	-0.4%&0.6%	-10.3%&7.8%	i	2.9%	-0.6%&-1.0%	i	-14.1%&-1.9%
CN1CCN(c2ccncc2S(=O)(=O)N2CCCCC2)CC1	8.8%	-4.2	8.5%	-8.3%	?	-5.7%	3.1%	i	-2.3%
O=C1NC(=O)/C(=C/c2ccccc2Oc2ccc(Cl)cc2)S1	-11.9%	-2.6	-12.1%	?	i	0.5%	1.6%	i	-32.2%
Cc1ccc2oc(C(=O)Nc3sc4c(c3C(=O)NCc3cccnc3)CCCC4)cc(=O)c2c1	-40.4%	·	0.4%	12.0%	i	·	-0.1%	·	2.5%
FC(F)(F)c1nnc2c(Sc3ccc(Cl)cc3)nc3ccccc3n12	?	0.5	-20.9%	?	i	-2.9%	2.5%	i	-53.7%
O=C(N/N=C/c1cccc(OCc2ccccc2)c1)c1ccc(Br)cc1	7.0%	2.9	-5.0%	-15.5%	i	2.3%	1.0%	i	8.9%
Cc1cccc(C(=O)NCC(=O)NC2CCN(Cc3ccccc3)CC2)c1	13.0%	-0.7	5.3%	-4.1%	i	·	2.4%	i	4.1%
CCCCNC(=O)C1(C)CCCCN1C(=O)c1ccc2sccc2c1 (stereo unspecified)	-12.5%	1.0	·	·	i	·	-1.8%	i	2.7%
O=S(=O)(c1ccc(Cl)cc1)N1CCc2ccccc21	-20.3%	-1.0	13.4%	-0.7%	i	-4.0%	-0.4%	i	-10.8%
Nc1ccn([C@@H]2O[C@H](CNC(=O)[C@@H](Cc3cccnc3)NC=O)[C@@H](O)[C@H]2O)c(=O)n1	-6.3%	1.0	·	·	i	·	0.5%	i	-19.6%
C=CCN=C1NN=C(c2ccc3c(c2)OCCO3)CS1	1.2%	0.6	-13.9%	?	i	-0.1%	-0.2%	i	6.5%
Cc1nc2c(C(=O)NCc3ccccc3)c[nH]n2c(=O)c1Cl	-1.3%	-2.3	0.6%	·	i	2.0%	-0.5%	i	-1.4%
CSc1ccc(C2c3c(-c4ccccc4O)n[nH]c3C(=O)N2Cc2ccncc2)cc1 (stereo unspecified)	?	·	-5.1%	-12.7%	·	·	6.1%	·	-31.1%
COCC(=O)NC(c1ccccc1)c1ccccc1	-6.3%	-2.2	-14.7%	-4.4%	i	-0.9%	-0.3%	i	0.3%

Ordered by molecular weight (ascending): part of the list above
SMILES	TGFb SMAD3 inh	CCT modulator	A549 tox	Nrf2 block	ATXN viability	Mm-Cpn inhibitor	Nrf2 activator	Akt phos inh	HepG2 tox
CC1CN(CC(O)COCc2ccc3c(c2)OCO3)CC(C)O1 (stereo unspecified)	0.6%	0.6	1.1%	21.0%	i	-2.4%	0.3%	i	11.0%
CCCCNC(=O)C1(C)CCCCN1C(=O)c1ccc2sccc2c1 (stereo unspecified)	-12.5%	1.0	·	·	i	·	-1.8%	i	2.7%
COC(=O)c1sc2cccc(F)c2c1S(=O)(=O)N1CCN(c2cccc(OC)c2)CC1	?	·	-3.7%	?	i	·	2.2%	·	-36.9%
COc1ccc(-c2nc(SCC(=O)Nc3ccc4c(c3)OCCO4)c(-c3ccc(F)cc3)[nH]2)cc1	-20.8%	·	0.3%	1.3%	?	·	0.1%	·	-64.0%

New compounds follow
SMILES	TGFb SMAD3 inh	CCT modulator	A549 tox	Nrf2 block	ATXN viability	Mm-Cpn inhibitor	Nrf2 activator	Akt phos inh	HepG2 tox
CCN(CC)c1nc(-c2ccccc2)nc2ccccc12	-9.8%	1.8	1.7%	-7.3%	i	-2.8%	8.8%	i	6.7%
N=C(N)SCCc1cnc[nH]1	-7.0%	0.4	?	9.5%	i	-1.4%	-0.3%	i	-1.2%
C/C(=N\NS(=O)(=O)c1ccc([N+](=O)[O-])cc1)c1cccs1	-6.0%	0.4	-4.7%	?	?	3.6%	-0.4%	i	-1.9%
CCOc1ccc(C(=O)CCC(=O)N2CCN(c3ccc(O)cc3)CC2)cc1	-5.3%	0.0	1.3%	-22.1%	i	-0.9%	0.2%	i	-1.0%
